Assay outcomes as filed in PubChem BioAssay.
MITF inh: inhibitors of human MITF; 0.91% of 650,000 active; AID 1259374; AlphaScreen MITF homodimerization, bead proximity signal; O75030; inhibition, % at 2.6 µM; in the data active = inhibition above about 50%;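 also: 0% = vehicle wells with protein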
Target sequence (O75030 whole entry, looked up): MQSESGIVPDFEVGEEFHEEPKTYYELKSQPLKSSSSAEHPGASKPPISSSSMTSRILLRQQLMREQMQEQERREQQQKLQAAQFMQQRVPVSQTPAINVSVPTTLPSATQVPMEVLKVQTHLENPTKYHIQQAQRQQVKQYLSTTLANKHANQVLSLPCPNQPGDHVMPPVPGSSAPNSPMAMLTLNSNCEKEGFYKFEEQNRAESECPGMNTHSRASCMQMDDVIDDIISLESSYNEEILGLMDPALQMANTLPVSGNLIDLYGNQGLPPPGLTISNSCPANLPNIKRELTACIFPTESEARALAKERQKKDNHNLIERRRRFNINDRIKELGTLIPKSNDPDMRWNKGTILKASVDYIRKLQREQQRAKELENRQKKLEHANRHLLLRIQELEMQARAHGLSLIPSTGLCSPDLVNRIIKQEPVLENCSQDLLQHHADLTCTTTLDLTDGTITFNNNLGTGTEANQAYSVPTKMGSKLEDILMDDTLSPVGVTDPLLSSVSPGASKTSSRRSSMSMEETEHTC
GPR151 activ: activates the human receptor GPR151; Q8TDV0; PathHunter beta-arrestin GPR151 cells, luminescence; activation, % at 11.2 µM; 1% of 650,000 active; AID 1508602; in the data active = activation above about 4.9%;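 also: 0% = median of compound wells and 100% = cells with positive control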
Target sequence (Q8TDV0 whole entry, looked up): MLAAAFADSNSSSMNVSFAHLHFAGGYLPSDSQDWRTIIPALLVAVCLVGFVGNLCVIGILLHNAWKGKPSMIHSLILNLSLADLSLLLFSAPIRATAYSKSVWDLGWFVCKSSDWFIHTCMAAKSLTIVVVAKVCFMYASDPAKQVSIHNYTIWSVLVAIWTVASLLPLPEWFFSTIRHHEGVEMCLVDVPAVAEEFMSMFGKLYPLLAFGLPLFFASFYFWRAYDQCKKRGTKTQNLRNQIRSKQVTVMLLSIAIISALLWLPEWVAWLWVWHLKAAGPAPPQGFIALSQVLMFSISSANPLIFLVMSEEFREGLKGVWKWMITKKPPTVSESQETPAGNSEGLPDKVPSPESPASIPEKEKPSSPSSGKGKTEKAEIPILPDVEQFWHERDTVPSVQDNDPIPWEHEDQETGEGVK
TEAD-YAP inh: TEAD-YAP interaction inhibition; HEK-TIYL cells, TEAD-Gal4/YAP UAS-luciferase luminescence; inhibition, % at 9.12 µM; 1.4% of 640,000 active; in the data active = inhibition above about 32%;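 also: 0% = median of test compound wells and 100% = reference inhibitor wells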
FBW7 activator: activators of human E3 ligase FBW7; Q969H0; AlphaScreen FBW7–phospho-cyclin E peptide binding, activator screen; normalized activity (activation), % at 26.1 µM; 0.13% of 650,000 active; in the data active = normalized activity above about 1.9%;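 also: purified mutant Fbw7 with reduced substrate affinity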
* marks the source's active call; other numbers are inactive results.

SMILES	MITF inh	GPR151 activ	TEAD-YAP inh	FBW7 activator
COc1ccc(Cl)cc1NC(=O)c1coc(=O)c2ccccc12	-3	1.8	5	-0.1
Nc1ccc(Br)cc1-c1nc2ccccc2s1	-12	-0.3	-34	0.3
CCn1cc(/C=C2/C(=O)N(C)c3ccccc32)c2ccccc21	4	-1.6	-14	-0.3
Cc1ccc2c(c1)nc(NCCCO)n2C	-2	-0.6	-6	0.2
Cc1ccc(-c2nc3ccccc3c(=O)[nH]2)cc1	-1	-3.6	20	0.0
COc1ccccc1NC(=O)NC1(C(=O)N2CCc3ccccc3C2)CCCCC1	8	0.1	6	-0.1
NC(=O)N/N=C/c1cc(I)c(O)c(I)c1	-1	3.4	-2	0.1
CNC(=O)/C(C#N)=C/c1ccc(-c2ccc([N+](=O)[O-])cc2)o1	6	0.4	-2	-0.1
Cc1ccc(C(=O)N2CCN(C=O)CC2)cc1[N+](=O)[O-]	7	0.2	-3	-0.1
O=C(Cc1ccccc1[N+](=O)[O-])NCCC1=CCCCC1	-1	1.7	-23	-0.1
CCOC(=O)C1=C(C(F)(F)F)Nc2ncnn2C1c1cc(OC)c(OC)cc1OC (stereo unspecified)	1	-2.5	-1	0.3
CCOC(=O)C(CC)/C(C)=N\NC(=O)CCC(=O)Nc1ccc(Cl)cc1Cl (stereo unspecified)	-9	0.8	-8	0.5
COc1ccc(C2C(C(=O)N(C)C)=C(C)Nc3nc4ccccc4n32)c(OC)c1OC (stereo unspecified)	-8	0.2	4	0.0
O=C(NCc1nc2ccccc2[nH]1)c1csc(N2CCCC2CO)n1 (stereo unspecified)	-5	-0.4	2	-0.2
CCCCCOC(=O)C1=C(C)Nc2ncnn2C1c1ccc(OC)c(OC)c1 (stereo unspecified)	5	-0.2	4	0.0
O=C(NC(=S)Nc1ccccc1N1CCOCC1)c1cccs1	6	4.2	-10	-0.1
O=C1c2ccccc2C(=O)N1OS(=O)(=O)c1ccc(F)cc1	-8	-0.3	-13	-0.1
Cc1ccc(S(=O)(=O)n2c(C)cc(C(=O)N3CCCCC3)c2C)cc1	-4	-0.3	6	0.6
CC(C)c1[nH]nc2c1C(c1cc3c(cc1[N+](=O)[O-])OCO3)C(C#N)=C(N)O2 (stereo unspecified)	-5	-0.5	3	-0.1
Cc1ccc(C)c(S(=O)(=O)ON2C(=O)c3ccccc3C2=O)c1	-1	0.0	2	-0.1
O=C(NNC(=O)c1ccccc1Cl)c1ccncc1	3	-0.6	7	0.3
CC(=O)c1nnn(-c2ccc([N+](=O)[O-])cc2C)c1C	1	3.0	-11	0.0
Cc1cccc(NC(=O)CSc2nc3ncccc3[nH]2)c1C	16	1.6	-4	-0.1
O=C(C1CC12CCN(Cc1ccoc1)CC2)N1CCN(c2ccccc2)CC1 (stereo unspecified)	-5	-0.8	8	-0.1
CCC(=O)N(Cc1ccc(F)cc1)Cc1cc2ccc(C)c(C)c2n2nnnc12	8	-0.3	-1	0.0
O=C(COc1ccc(Cl)cc1)N/N=C/c1ccccc1	-9	-0.4	0	0.1
O=C1CN(S(=O)(=O)c2ccccc2)C(c2ccccc2)c2cc(Br)ccc2N1 (stereo unspecified)	10	-0.7	0	0.3
COCCN1CCCc2ccc(NS(=O)(=O)c3ccc(OC)cc3C)cc21	5	0.2	3	-0.1
COc1ccccc1-c1nnc(NC(=O)C2CCCCC2)o1	5	0.7	4	-0.1
N#Cc1c(-n2cccc2)cccc1-n1cccc1	15	1.4	-1	-0.1
O=C1NC(=O)C(=Cc2cc(Cl)c(OCc3cccc(F)c3)c(Cl)c2)C(=O)N1	16	-0.1	5	-0.3
c1ccc2oc(CN3CCOc4ccc(CN5CCOCC5)cc4C3)cc2c1	-6	0.4	4	-0.3
COC(=O)CC1C(=O)NCCN1C(=O)COc1ccc(Cl)cc1 (stereo unspecified)	2	-1.3	5	0.0
Cc1cccc(NC2CS(=O)(=O)CC2O)c1 (stereo unspecified)	-2	-0.6	5	0.0
Cc1sc2nc(CN3CCOCC3)nc(NCCc3ccccc3)c2c1C	10	0.9	2	-0.1
O=C(Nc1cccc2ccccc12)c1cccc(-n2cnnn2)c1	16	1.5	-4	0.7
CC1CCCC(NC(=O)C2N(CC3CCCO3)C(=O)C3C(C(=O)Nc4ccc(Cl)cc4)C4C=CC32O4)C1C (stereo unspecified)	1	-0.5	4	0.2
CCOC(=O)C1(Cc2ccc(Cl)cc2)CCN(C(=O)CN(CC)CC)CC1	-5	-0.7	-6	-0.1
COc1ccc(C(=O)NC(Cn2ccnc2)C(C)(C)C)cc1OC1CCN(C(C)C)CC1 (stereo unspecified)	6	3.8	1	-0.1
CCN1C(=O)C(c2ccc(F)cc2)C2(CCN(C(=O)Cc3cccs3)CC2)C1=O (stereo unspecified)	10	0.8	2	0.2
Cc1[nH]c2c(Cl)c(Cl)ccc2c1CCNC(=O)CCCCCN1C(=O)c2ccccc2C1=O	6	-1.1	5	0.0
Cc1cccc(Oc2c(C(F)(F)F)oc3cc(OCC(=O)OCc4ccccc4)ccc3c2=O)c1	-3	-0.8	0	0.1
Cc1ccc(N(C(=O)NC(=O)Nc2c(C)cc(C)cc2C)S(=O)(=O)c2ccccc2)cc1	7	1.8	9	-0.2
O=C(Cc1ccc(Cl)cc1)Nc1nnc(Cc2ccccc2)s1	6	-0.2	-4	-0.2
Cc1cc(N2CCCCC2)nc(NCCNS(C)(=O)=O)n1	-3	1.8	27	-0.1
C=CCN1C(=O)/C(=C\c2ccc(OC)c(O)c2)C(=O)NC1=S	3	-0.2	-10	-0.3
CCc1ccc(/C=C2\SC(=S)N(C(CCC(=O)O)C(=O)O)C2=O)cc1 (stereo unspecified)	-8	0.6	6	-0.3
CCOC(=O)c1[nH]c2ccc(I)cc2c1CCN1C(=O)c2ccccc2C1=O	0	-0.4	-5	0.1
COc1cc(/C=N/Nc2ccc3ccccc3n2)cc(OC)c1O	2	-0.1	-27	-0.1
COc1cccc2cc(C(N)=O)c(=N)oc12	12	-1.6	10	0.1
Continuation:
SMILES	MITF inh	GPR151 activ	TEAD-YAP inh	FBW7 activator
COc1ccc(NC(C)C(=O)N/N=C/c2ccc(Br)cc2)cc1 (stereo unspecified)	3	4.7	6	-0.1
Cc1ccc(Nc2nc(-c3ccccc3Cl)nc3ccccc23)cc1C	-9	4.2	11	-0.1
O=C(Nc1ccc2oc(-c3cccc(Cl)c3Cl)nc2c1)c1cccc(I)c1	1	-0.3	-3	0.2
O=C(N/N=C/c1ccc[nH]1)c1sc2ccccc2c1Cl	-6	-0.6	-3	-0.2
CCNC(=O)NCCSCc1nc(OC)cc(OC)n1	-13	-0.6	1	0.1
CCOc1cc(/C=C(/C#N)C(=O)Nc2ccccc2)cc(I)c1O	13	-1.1	3	0.8
Cc1cc(/C=C2\C(=O)NC(=O)N(Cc3ccccc3Cl)C2=O)c(C)n1C1CC1	-4	0.3	-5	-0.1
COC(=O)COc1ccccc1/C=C1\SC(=O)N(c2ccccc2)C1=O	26	-0.8	1	0.4
CC(C)c1ccc(C(NC(=O)C2CCCCC2)c2ccc3cccnc3c2O)cc1 (stereo unspecified)	5	1.5	19	0.9
Cc1ccc(OCC(=O)Nc2ccc(S(=O)(=O)N3CCOCC3)cc2)cc1	5	-0.1	9	0.0

Taken from above:
Cc1ccc(Nc2nc(-c3ccccc3Cl)nc3ccccc23)cc1C | GPR151 activ = 4.2
O=C(N/N=C/c1ccc[nH]1)c1sc2ccccc2c1Cl | MITF inh = -6

(next part)
SMILES	MITF inh	GPR151 activ	TEAD-YAP inh	FBW7 activator
O=S(=O)(c1ccccc1)c1nc(-c2ccco2)oc1NCc1ccc2c(c1)OCO2	10	-0.8	-6	0.0
CCOC(=O)c1ccccc1NC(=O)c1cc(Cl)ccc1OC	22	-0.1	-10	0.9
N#Cc1ccccc1S(=O)(=O)N1CCN(CC(O)c2ccccc2)CC1 (stereo unspecified)	58*	-1.7	1	0.3
COc1ccc(NC(=O)CN2CCN(c3ccccc3F)CC2)cc1Cl	15	1.2	11	-0.1
NC(=O)SCC(=O)Nc1ccccc1	0	0.2	-4	-0.1
COC(=O)c1ccc(-c2ccc(/C=C3/NC(=S)NC3=O)o2)cc1	-2	0.2	8	0.0
Cc1cc2c(c(=O)o1)C1(C(=O)N(CC(=O)O)c3ccccc31)C(C#N)=C(N)O2 (stereo unspecified)	-2	1.4	13	0.0
Cc1c(C)n2c3c(=O)n(CC(N)=O)c(=O)n(C)c3nc2n1Cc1ccccc1	-10	-1.6	-11	-0.1
Cc1cc(NC(=O)CCN2CCN(c3ccccc3F)CC2)ccc1Br	2	0.0	6	0.0
CSc1nsc(SCC(=O)Nc2nc(-c3ccccc3)cs2)n1	8	0.9	-15	-0.1
CCn1c(SCC(=O)Nc2ccc(C(C)=O)cc2)nc2cccnc21	1	-0.2	-1	0.1
O=C(c1ccccc1Cl)N1CCN(c2nc3c(F)cccc3s2)CC1	5	1.8	-1	0.4
Cc1ccc(N(CC(=O)O)S(=O)(=O)c2cccc3nonc23)cc1	-5	-0.5	4	0.3
O=C(COc1ccc(Br)cc1)Nc1ccc(O)cc1C(=O)O	-4	-0.2	1	-0.3
CC(=O)c1cccc(NS(=O)(=O)c2cc3[nH]c(=O)c(=O)[nH]c3cc2C)c1	-3	1.7	-8	0.2
Cc1csc(Nc2ccc(F)c(Cl)c2)n1	-4	0.1	-16	-0.1
Cc1ccc2[nH]c3c(c2c1)CCN(C)C3=O	14	-0.2	-8	0.0
COc1ccccc1OCC(=O)Nc1cccc(-c2nnc(-c3ccco3)o2)c1	11	-4.7	-18	0.4
COc1ccccc1C(=O)Nc1c2c(nn1-c1ccc(F)cc1)CSC2	1	-0.1	9	0.0
O=C(/C=C1\Sc2ccccc2NC1=O)NCCCN1CCCC1=O	-5	0.7	-38	0.3
CCOc1ncccc1C(=O)Nc1cccc(Cl)c1	-11	1.2	-3	-0.1
COC(=O)C1=C(C)N=c2s/c(=C/c3cccc(Br)c3)c(=O)n2C1c1cccs1 (stereo unspecified)	18	-0.8	-4	-0.1
CCOC(=O)c1sc(=S)n(-c2ccc(F)c(F)c2)c1N	-2	0.7	5	-0.3
O=C(NC1CCC(O)CC1)c1ccc(-c2ccc([N+](=O)[O-])cc2)o1 (stereo unspecified)	-7	1.0	-8	-0.1
Cn1c(NC(=O)Nc2ccccc2Br)cc2sccc21	11	0.4	4	-0.2
COc1ccc(C)cc1NC(=O)C(CCS(C)(=O)=O)NC(C)=O (stereo unspecified)	17	-0.3	4	0.1
COC(=O)c1c(NC(=O)CSc2nnc(-c3ccc4c(c3)OCO4)o2)sc(C)c1C	2	2.0	-8	-0.1
Cc1cc(C)nc(NC(=S)NC(=O)c2ccccc2)n1	5	-1.3	-10	0.0
CCOc1ccc(CN2CCOc3ccc(CN4CCC[C@H]4C(=O)OC)cc3C2)cc1	8	-0.5	20	0.1
CCOC(=O)N1CCN(c2nc(-c3cccnc3)nc3ccccc23)CC1	3	0.5	29	-0.1
N/C(=N\C(=O)Nc1ccccc1)N1CCN(Cc2ccccc2)CC1	-8	3.4	-16	-0.3
CCCOc1ccccc1OCCN1CCN(C)CC1	4	0.3	4	-0.1
NC(=O)c1c(NC(=O)COc2ccccc2Cl)sc2c1CCC2	-3	-0.5	-3	0.0
O=C1/C(=C/c2ccccc2)Oc2c1ccc(O)c2CN1CCCC1	10	-1.8	-5	0.2
Cc1ccc(Oc2cccc(N3C(=O)c4ccc(Oc5cccc(N)c5)cc4C3=O)c2)cc1C	2	0.3	6	0.0
Cn1c(=O)c2c(nc(N3CCCCC3)n2CCSc2nnnn2-c2ccccc2)n(C)c1=O	2	-0.6	-4	-0.2
O=C1OC(/C=C/c2ccc([N+](=O)[O-])cc2)=NC/1=C/c1cccnc1	8	2.4	7	0.1
Cc1cccc(Nc2nc3nonc3nc2N/N=C/c2cn[nH]c2-c2ccccc2)c1C	4	-0.5	-1	-0.1
Cc1nc2ccccn2c1C(=O)NCc1ccc(Cl)nc1	10	2.5	0	0.0
COc1ccc(C2NC(=O)NC(C)=C2C(=O)OCC2CCCO2)cc1OCc1ccccc1 (stereo unspecified)	14	0.1	-4	0.1
COc1ccc2c(c1)CC(C(=O)Nc1ccc(-c3cn[nH]c3C)cc1OCCN1CCOCC1)CO2 (stereo unspecified)	4	0.2	4	-0.2
COc1ccc(CCNC2=CC(=O)CC(C)(C)C2)cc1	-4	1.2	-8	-0.2

Entries above containing an NH in an aromatic ring (eleven):
SMILES	MITF inh	GPR151 activ	TEAD-YAP inh	FBW7 activator
Cc1ccc(-c2nc3ccccc3c(=O)[nH]2)cc1	-1	-3.6	20	0.0
O=C(NCc1nc2ccccc2[nH]1)c1csc(N2CCCC2CO)n1 (stereo unspecified)	-5	-0.4	2	-0.2
CC(C)c1[nH]nc2c1C(c1cc3c(cc1[N+](=O)[O-])OCO3)C(C#N)=C(N)O2 (stereo unspecified)	-5	-0.5	3	-0.1
Cc1cccc(NC(=O)CSc2nc3ncccc3[nH]2)c1C	16	1.6	-4	-0.1
Cc1[nH]c2c(Cl)c(Cl)ccc2c1CCNC(=O)CCCCCN1C(=O)c2ccccc2C1=O	6	-1.1	5	0.0
CCOC(=O)c1[nH]c2ccc(I)cc2c1CCN1C(=O)c2ccccc2C1=O	0	-0.4	-5	0.1
O=C(N/N=C/c1ccc[nH]1)c1sc2ccccc2c1Cl	-6	-0.6	-3	-0.2
CC(=O)c1cccc(NS(=O)(=O)c2cc3[nH]c(=O)c(=O)[nH]c3cc2C)c1	-3	1.7	-8	0.2
Cc1ccc2[nH]c3c(c2c1)CCN(C)C3=O	14	-0.2	-8	0.0
Cc1cccc(Nc2nc3nonc3nc2N/N=C/c2cn[nH]c2-c2ccccc2)c1C	4	-0.5	-1	-0.1
COc1ccc2c(c1)CC(C(=O)Nc1ccc(-c3cn[nH]c3C)cc1OCCN1CCOCC1)CO2 (stereo unspecified)	4	0.2	4	-0.2
